Bioassay records as filed in PubChem.
Gli-Sufu antag – blocks Gli-Sufu signaling in a luciferase reporter; inhibition, % at 5 µM; hit rate 0.74% among 340,000; Sufu-KO-LIGHT fibroblasts, Gli luciferase reporter luminescence;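 active = inhibition above about 55%, limit read from the data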;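 note: 0% = DMSO-treated cells and 100% = wells with medium but no cells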
SENP8 inh – SENP8 protease inhibition; Q96LD8; purified SENP8, Z-RLRGG-aminoluciferin cleavage, luminescence; inhibition, % at 10 µM; hit rate 1.2% among 330,000; AID 2540
Jurkat NFkB inh – lowers PMA/ionomycin-induced NF-kB signal in Jurkat cells. PMA/ionomycin-induced NF-kB luciferase reporter, luminescence. inhibition, % at 4 µM. hit rate 0.53% among 330,000. AID 435003
CCR6 antag – CCR6 (human) receptor antagonism | CHO-K1 CCR6 PathHunter beta-arrestin, luminescence, CCL20-stimulated | inhibition, % at 20 µM | hit rate 0.49% among 340,000 | AID 493098;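 active = compounds whose inhibition of the agonist-driven luminescence signal at 20 µM reaches about 50%, limit read from the data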;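 note: cells stimulated with CCL20 at 14 nM final; plate controls were DMSO with CCL20 for no effect and DMSO without agonist for full effect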
Target sequence (P51684 whole entry, looked up): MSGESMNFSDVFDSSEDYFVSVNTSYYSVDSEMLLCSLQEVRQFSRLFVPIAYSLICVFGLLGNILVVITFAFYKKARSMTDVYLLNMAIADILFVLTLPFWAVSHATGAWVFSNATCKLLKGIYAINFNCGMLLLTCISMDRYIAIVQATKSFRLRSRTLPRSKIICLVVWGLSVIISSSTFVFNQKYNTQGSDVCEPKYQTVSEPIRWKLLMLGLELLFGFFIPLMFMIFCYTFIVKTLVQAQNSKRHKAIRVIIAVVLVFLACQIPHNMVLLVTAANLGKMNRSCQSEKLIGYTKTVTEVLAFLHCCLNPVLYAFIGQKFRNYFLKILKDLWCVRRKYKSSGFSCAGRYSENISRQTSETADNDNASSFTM
EBI2 antag – antagonists of human EBI2 receptor. P32249. EBI2 beta-arrestin recruitment, luminescence, 7a,25-OHC stimulated. inhibition, % at 5 µM. hit rate 0.81% among 360,000. AID 651636; in the data active = inhibition above about 38%;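 note: enzyme fragment complementation signal reports receptor beta-arrestin coupling in cells; 0% = agonist plus DMSO wells and 100% = wells without agonist; some results beyond the cut were filed as inactive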
Target sequence (P32249 whole entry, looked up, the tested form may be a part): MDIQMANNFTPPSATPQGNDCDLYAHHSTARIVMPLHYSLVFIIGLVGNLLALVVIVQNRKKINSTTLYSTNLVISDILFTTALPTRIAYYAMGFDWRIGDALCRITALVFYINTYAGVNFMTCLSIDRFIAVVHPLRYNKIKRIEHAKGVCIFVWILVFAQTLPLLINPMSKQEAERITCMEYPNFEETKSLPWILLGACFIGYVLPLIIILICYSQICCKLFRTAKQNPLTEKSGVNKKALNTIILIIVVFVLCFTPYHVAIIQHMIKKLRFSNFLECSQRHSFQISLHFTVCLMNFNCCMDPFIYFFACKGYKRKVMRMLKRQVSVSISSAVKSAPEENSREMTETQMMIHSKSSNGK
697 NFkB inh – lowers PMA/ionomycin-induced NF-kB signal in 697 B cells; 697 B-cell NF-kB luciferase reporter, 16 h; inhibition, % at 4 µM; hit rate 0.33% among 330,000; AID 435022; in the data active = inhibition above about 35%
Apaf-1 inh – inhibitors of human Apaf-1 apoptosome | reconstituted apoptosome caspase-3 activity, DEVD-Rh110 fluorescence | O14727 | hit rate 0.71% among 330,000 | inhibition, % at 20 µM; active = inhibition of at least 40% at 20 µM;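 note: plate controls were DMSO wells for no effect and DEVD-CHO caspase inhibitor wells for full effect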
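Material: cell-free apoptosome with Apaf-1, procaspase-3 and caspase-9; Buffer or medium: Hepes pH 7.5 with detergent and BSA; Reagent: cytochrome c trigger plus (Z-DEVD)2-Rh110 caspase-3 substrate; Times: compound with Apaf-1, dATP, procaspase-3 30 min, then 50 min reaction, room temperature; Technique: Rh110 fluorescence intensity.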
UBC13 inh – inhibitors of human UBC13 polyubiquitin chain formation. TR-FRET. inhibition, % at 20 µM. AID 485273. hit rate 0.47% among 330,000. P61088; in the data active = inhibition above about 45%, passing the limit was not always enough; inconclusive = no clear call, values can overlap the other calls
Target sequence (P61088 whole entry, looked up): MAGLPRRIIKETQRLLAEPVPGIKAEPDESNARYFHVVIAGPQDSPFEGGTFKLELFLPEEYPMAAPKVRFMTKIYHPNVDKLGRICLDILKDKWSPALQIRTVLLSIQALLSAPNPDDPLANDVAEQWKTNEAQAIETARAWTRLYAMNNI
Active calls of the source: *. Cut-off read from the data, not from the text of the source, unless noted: active = inhibition above about 50%; inactive = the rest.

What do the screens show for `COc1cccc(-c2coc3c(C)c4oc(=O)c(CC(=O)O)c(C)c4cc23)c1`?
Gli-Sufu antag: 3.4; SENP8 inh: -3.8; Jurkat NFkB inh: 2.7; CCR6 antag: -9.4; EBI2 antag: -2.4; 697 NFkB inh: 13.9; Apaf-1 inh: 5.4; UBC13 inh: -2.3

How did Cc1ccc(C)n1NC(=O)c1ccco1 do in these assays?
Gli-Sufu antag: -3.3; SENP8 inh: -5.9; Jurkat NFkB inh: -1.1; CCR6 antag: 4.7; EBI2 antag: -0.1; 697 NFkB inh: 18.8; Apaf-1 inh: 4.9; UBC13 inh: -11.9

How did O=C(NCc1ccco1)C(c1ccccc1)N(CC1CCCO1)C(=O)Cn1nnc2ccccc21 (stereo unspecified) do in these assays?
Gli-Sufu antag: -4.7; SENP8 inh: -2.3; Jurkat NFkB inh: 2.4; CCR6 antag: -5.8; EBI2 antag: -2.7; 697 NFkB inh: 2.2; Apaf-1 inh: 1.3; UBC13 inh: 6.3

How did COc1nc(Nc2cccc(C)c2)nc(N2CCCCC2)n1 do in these assays?
Gli-Sufu antag: 9.4; SENP8 inh: -1.1; Jurkat NFkB inh: -5.4; CCR6 antag: 11.9; EBI2 antag: -14.0; 697 NFkB inh: 0.0; Apaf-1 inh: 8.3; UBC13 inh: 12.2

How did CCCCn1nc2cc(C(=O)NCCCCc3ccccc3)ccc2c1OCC do in these assays?
Gli-Sufu antag: 1.6; SENP8 inh: 8.5; Jurkat NFkB inh: -5.0; CCR6 antag: 5.9; EBI2 antag: -5.0; 697 NFkB inh: 11.4; Apaf-1 inh: 17.7; UBC13 inh: inconclusive

How did O=C(CSCC(=O)Nc1cccc2ccccc12)Nc1cccc2ccccc12 do in these assays?
Gli-Sufu antag: -6.1; SENP8 inh: 0.8; Jurkat NFkB inh: -9.2; CCR6 antag: -4.9; EBI2 antag: -4.9; 697 NFkB inh: -73.3; Apaf-1 inh: 19.4; UBC13 inh: 1.0

What do the screens show for `COCCC(=O)N1CCC(Oc2ccc(C(=O)NC(C)CCn3cccn3)cc2)CC1` (stereo unspecified)?
Gli-Sufu antag: 6.4; SENP8 inh: 1.5; Jurkat NFkB inh: -3.2; CCR6 antag: -9.4; EBI2 antag: -4.4; 697 NFkB inh: -9.0; Apaf-1 inh: -2.5; UBC13 inh: 3.0

How did O=C(COc1ccc(Cl)cc1Br)Nc1nnc(C2CC2)s1 do in these assays?
Gli-Sufu antag: -13.2; SENP8 inh: -5.1; Jurkat NFkB inh: -12.0; CCR6 antag: 0.6; EBI2 antag: 7.1; 697 NFkB inh: 2.1; Apaf-1 inh: -3.1; UBC13 inh: -14.0

How did CCOC(=O)C1CN(S(=O)(=O)c2ccccc2)c2cc(S(=O)(=O)CC)ccc2O1 (stereo unspecified) do in these assays?
Gli-Sufu antag: 0.7; SENP8 inh: 4.9; Jurkat NFkB inh: 3.4; CCR6 antag: 4.7; EBI2 antag: -2.3; 697 NFkB inh: -1.4; Apaf-1 inh: 7.3; UBC13 inh: 5.7

What do the screens show for `NC(=O)c1ccccc1OCc1nnc(-c2ccccc2Br)o1`?
Gli-Sufu antag: -17.9; SENP8 inh: 0.3; Jurkat NFkB inh: -7.6; CCR6 antag: -1.0; EBI2 antag: 2.4; 697 NFkB inh: -9.0; Apaf-1 inh: 7.0; UBC13 inh: -0.2

Next section (3 carried over from the part before).
How did O=C(COc1ccc(Cl)cc1Br)Nc1nnc(C2CC2)s1 do in these assays?
Gli-Sufu antag: -13.2; SENP8 inh: -5.1; Jurkat NFkB inh: -12.0; CCR6 antag: 0.6; EBI2 antag: 7.1; 697 NFkB inh: 2.1; Apaf-1 inh: -3.1; UBC13 inh: -14.0

How did CCOC(=O)C1CN(S(=O)(=O)c2ccccc2)c2cc(S(=O)(=O)CC)ccc2O1 (stereo unspecified) do in these assays?
Gli-Sufu antag: 0.7; SENP8 inh: 4.9; Jurkat NFkB inh: 3.4; CCR6 antag: 4.7; EBI2 antag: -2.3; 697 NFkB inh: -1.4; Apaf-1 inh: 7.3; UBC13 inh: 5.7

What do the screens show for `NC(=O)c1ccccc1OCc1nnc(-c2ccccc2Br)o1`?
Gli-Sufu antag: -17.9; SENP8 inh: 0.3; Jurkat NFkB inh: -7.6; CCR6 antag: -1.0; EBI2 antag: 2.4; 697 NFkB inh: -9.0; Apaf-1 inh: 7.0; UBC13 inh: -0.2

How did O=C(Nc1ccc(F)cc1F)c1csc(-c2ccccc2)n1 do in these assays?
Gli-Sufu antag: -15.4; SENP8 inh: -16.7; Jurkat NFkB inh: -15.1; CCR6 antag: 8.6; EBI2 antag: -2.5; 697 NFkB inh: -7.8; Apaf-1 inh: 20.1; UBC13 inh: -4.5

How did O=C(Nc1cccc(C(F)(F)F)c1)c1cc2c(=O)c3ccccc3oc2nc1C(F)(F)F do in these assays?
Gli-Sufu antag: 14.6; SENP8 inh: -4.5; Jurkat NFkB inh: 11.9; CCR6 antag: 23.8; EBI2 antag: 13.9; 697 NFkB inh: -0.5; Apaf-1 inh: 18.1; UBC13 inh: 3.1

Results for O=C(O)c1ccccc1C(=O)c1ccc(Oc2ccccc2)cc1 ?
Gli-Sufu antag: -0.3; SENP8 inh: 2.5; Jurkat NFkB inh: 3.4; CCR6 antag: 7.0; EBI2 antag: -9.9; 697 NFkB inh: 17.4; Apaf-1 inh: -2.7; UBC13 inh: 8.6

Results for Cc1ccc(NC(=O)c2cccs2)cc1NC(=O)c1cccc(F)c1 ?
Gli-Sufu antag: -0.3; SENP8 inh: 4.6; Jurkat NFkB inh: -8.0; CCR6 antag: 4.1; EBI2 antag: -6.0; 697 NFkB inh: -3.2; Apaf-1 inh: 8.5; UBC13 inh: -8.3

How did O=C(CCCc1ccccc1)Nc1cccc([N+](=O)[O-])c1 do in these assays?
Gli-Sufu antag: -15.9; SENP8 inh: -10.4; Jurkat NFkB inh: -53.5; CCR6 antag: 16.8; EBI2 antag: -9.1; 697 NFkB inh: -18.0; Apaf-1 inh: 5.7; UBC13 inh: -8.7

What do the screens show for `Cc1ccc(C)c(S(=O)(=O)NCC(=O)Nc2sc3c(c2C(N)=O)CCC(C)C3)c1` (stereo unspecified)?
Gli-Sufu antag: -2.5; SENP8 inh: 1.2; Jurkat NFkB inh: -3.3; CCR6 antag: -6.1; EBI2 antag: -2.2; 697 NFkB inh: 1.2; Apaf-1 inh: 3.6; UBC13 inh: 6.1

What do the screens show for `O=C(COC(=O)/C=C/c1cccc(C(F)(F)F)c1)NCc1ccccc1`?
Gli-Sufu antag: -3.1; SENP8 inh: -2.7; Jurkat NFkB inh: -0.6; CCR6 antag: 1.2; EBI2 antag: -4.7; 697 NFkB inh: 11.2; Apaf-1 inh: 3.1; UBC13 inh: 0.6

How did O=C(CCN1CCCCC1)c1ccc2c(c1)OCCO2 do in these assays?
Gli-Sufu antag: 29.2; SENP8 inh: -6.1; Jurkat NFkB inh: -0.7; CCR6 antag: -3.8; EBI2 antag: -1.4; 697 NFkB inh: -24.2; Apaf-1 inh: -18.7; UBC13 inh: -2.0

What do the screens show for `CSc1ccc(CN2CCC(Cc3ccccc3)CC2)cc1`?
Gli-Sufu antag: 17.4; SENP8 inh: -1.0; Jurkat NFkB inh: -13.9; CCR6 antag: 3.6; EBI2 antag: -1.4; 697 NFkB inh: -48.4; Apaf-1 inh: 18.1; UBC13 inh: 1.2

Results for O=C(Nc1ccc2oc(-c3ccncc3)nc2c1)c1cccs1 ?
Gli-Sufu antag: -6.9; SENP8 inh: 1.4; Jurkat NFkB inh: -17.2; CCR6 antag: 0.1; EBI2 antag: 7.5; 697 NFkB inh: -10.5; Apaf-1 inh: -2.7; UBC13 inh: 3.5

How did c1ccc(CSc2nnc(-c3ccccn3)n2-c2ccccc2)cc1 do in these assays?
Gli-Sufu antag: 4.8; SENP8 inh: -10.8; Jurkat NFkB inh: -9.5; CCR6 antag: 10.2; EBI2 antag: 0.8; 697 NFkB inh: -12.3; Apaf-1 inh: 1.9; UBC13 inh: -6.7

Results for Cc1ccc2c(c1)C(c1ccc(F)cc1)N(C(=O)c1ccc(S(=O)(=O)N(C)C)cc1)CC(=O)N2 (stereo unspecified) ?
Gli-Sufu antag: 8.1; SENP8 inh: 1.9; Jurkat NFkB inh: 9.4; CCR6 antag: 11.1; EBI2 antag: -3.9; 697 NFkB inh: 22.9; Apaf-1 inh: 7.4; UBC13 inh: 1.6

Results for O=C(Cc1cccs1)Nc1ccccc1C(=O)O ?
Gli-Sufu antag: -7.4; SENP8 inh: 45.4; Jurkat NFkB inh: -18.6; CCR6 antag: -8.3; EBI2 antag: -7.8; 697 NFkB inh: -1.3; Apaf-1 inh: -18.8; UBC13 inh: -0.4

Results for CCC1CCCCN1C(=O)CSc1nc2c(c(=O)n(C)c(=O)n2C)n1C (stereo unspecified) ?
Gli-Sufu antag: 4.6; SENP8 inh: 7.0; Jurkat NFkB inh: 7.6; CCR6 antag: 3.1; EBI2 antag: -13.1; 697 NFkB inh: 10.2; Apaf-1 inh: 0.5; UBC13 inh: 2.6

How did O=C(Cc1ccccc1)Nc1nc(-c2cccs2)cs1 do in these assays?
Gli-Sufu antag: -23.9; SENP8 inh: -11.0; Jurkat NFkB inh: -15.9; CCR6 antag: 0.9; EBI2 antag: 14.6; 697 NFkB inh: -0.9; Apaf-1 inh: -2.7; UBC13 inh: 10.6

What do the screens show for `Cc1cc(C(=O)OCC(=O)N2CCOCC2)c2ccccc2n1`?
Gli-Sufu antag: 3.4; SENP8 inh: -0.8; Jurkat NFkB inh: 10.3; CCR6 antag: -1.1; EBI2 antag: -11.2; 697 NFkB inh: 3.1; Apaf-1 inh: -0.1; UBC13 inh: -0.8

Results for O=C(NC1CCCC1)C(Cc1ccccc1)n1cccc1 (stereo unspecified) ?
Gli-Sufu antag: 2.2; SENP8 inh: 9.9; Jurkat NFkB inh: 4.8; CCR6 antag: 7.2; EBI2 antag: 0.6; 697 NFkB inh: 6.1; Apaf-1 inh: 2.8; UBC13 inh: 9.2

Results for OCC1(Cc2ccccc2)CCN(Cc2cnc(-c3ccc(Cl)cc3)nc2)CC1 ?
Gli-Sufu antag: 5.0; SENP8 inh: -2.2; Jurkat NFkB inh: 19.7; CCR6 antag: -4.0; EBI2 antag: 8.6; 697 NFkB inh: -20.0; Apaf-1 inh: 19.3; UBC13 inh: 6.9

How did O=C(Nc1ccc(Br)cc1)c1cc(-c2cccs2)on1 do in these assays?
Gli-Sufu antag: -28.0; SENP8 inh: -9.8; Jurkat NFkB inh: -28.2; CCR6 antag: 11.7; EBI2 antag: 6.1; 697 NFkB inh: 20.6; Apaf-1 inh: 6.2; UBC13 inh: 11.5

Results for COc1ccc2c(c1OC)C(=O)N1C2SC[C@H]1C(=O)NC1CCCCC1 (stereo partly specified) ?
Gli-Sufu antag: 0.9; SENP8 inh: -7.9; Jurkat NFkB inh: 8.6; CCR6 antag: 3.8; EBI2 antag: 10.8; 697 NFkB inh: -5.6; Apaf-1 inh: -7.5; UBC13 inh: 0.5

How did CCC(C(=O)Nc1ccccc1F)n1nc(C)c2c(C)n(-c3ccccc3)nc2c1=O (stereo unspecified) do in these assays?
Gli-Sufu antag: -27.8; SENP8 inh: 2.1; Jurkat NFkB inh: -2.5; CCR6 antag: 16.2; EBI2 antag: -11.5; 697 NFkB inh: 3.8; Apaf-1 inh: 10.6; UBC13 inh: -3.0

Results for COc1cc(C(=O)N(CCN(C)C)CC2CCCN(Cc3ccccc3F)C2)ccc1C (stereo unspecified) ?
Gli-Sufu antag: 28.1; SENP8 inh: -7.0; Jurkat NFkB inh: -4.5; CCR6 antag: -4.0; EBI2 antag: 2.7; 697 NFkB inh: -28.4; Apaf-1 inh: 18.7; UBC13 inh: 2.9

How did O=C1CCC(C(=O)N(Cc2cccs2)C2(C(=O)NC3CCCCC3)CCCCC2)N1 (stereo unspecified) do in these assays?
Gli-Sufu antag: 5.6; SENP8 inh: 8.4; Jurkat NFkB inh: -14.2; CCR6 antag: 8.5; EBI2 antag: -1.4; 697 NFkB inh: -14.9; Apaf-1 inh: -0.8; UBC13 inh: -20.4

The list is partial; count on the stated rates, not on these rows.
